Source: PubChem (The Scripps Research Institute Molecular Screening Center)
TCR-CD3 inh: human TCR-CD3 binding inhibition; TAMRA-labeled TCR probe fluorescence, biochemical; inhibition, % at 9.4 µM; actives 0.37% (n = 360,000); in the data active = inhibition above about 19%;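 note: recombinant mutant TCR 2C K166C tagged with TAMRA read by polarization; 0% = receptor in buffer alone and 100% = receptor with positive control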
DDE Tn7 FP inh: inhibitors of Tn7 peptide binding to human fibrin DD(E). P02675. FP displacement of FITC-Tn7 peptide from fibrin DD(E); 0% = median of compound wells per plate. inhibition, % at 8.3 µM. actives 0.13% (n = 370,000);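 active = inhibition above the mean of compounds falling within the control limits plus 3 SD of them, cut at about 14% in these data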;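 note: 0% = plate median of compound wells and 100% = 10 µM Aha-Tn7 peptide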
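Assay system: Human clot-derived fibrin DD(E) complex | Buffer or medium: Tris/NaCl/CaCl2 buffer, pH 7.8 | Repeats: One replicate per compound | Benchmarks: Aha-Tn7 high control | Measure: % inhibition scaled between sample-field median and high-control FP | Schedule: 10 min plus 3 h, room temperature | Signal: Fluorescence polarization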
PRMT1 FP inh: blocks human protein arginine methyltransferase 1; Q99873; recombinant PRMT1, activity-based probe fluorescence polarization; inhibition, % at 2.79 µM; actives 1.3% (n = 370,000);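 active = inhibition above about 21% made by adding two undisclosed values, limit read from the data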
Target sequence (Q99873 whole entry, looked up): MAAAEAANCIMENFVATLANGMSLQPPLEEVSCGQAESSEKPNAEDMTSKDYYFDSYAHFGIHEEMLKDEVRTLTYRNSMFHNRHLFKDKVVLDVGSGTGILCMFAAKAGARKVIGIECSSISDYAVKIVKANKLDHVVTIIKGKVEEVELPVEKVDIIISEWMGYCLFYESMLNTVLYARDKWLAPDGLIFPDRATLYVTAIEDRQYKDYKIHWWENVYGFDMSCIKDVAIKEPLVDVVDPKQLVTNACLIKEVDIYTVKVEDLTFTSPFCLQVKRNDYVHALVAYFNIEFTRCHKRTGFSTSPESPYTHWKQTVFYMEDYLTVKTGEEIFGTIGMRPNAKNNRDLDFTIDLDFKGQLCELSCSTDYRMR
LEDGF integ inh: blocks HIV-1 LEDGF/p75-dependent DNA integration; inhibition, % at 3.7 µM; TR-FRET IN-LEDGF/p75 DNA integration, Eu/Cy5; actives 0.64% (n = 370,000);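 active = inhibition above the screen-wide mean plus 3 SD, cut at about 13% in these data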;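 note: signal is the Cy5 over europium emission ratio at 671 and 618 nm; 0% = plate median of compound wells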
SIAE inh: human SIAE inhibition, primary screen; Q9HAT2; SIAE FP-Rh probe binding, fluorescence polarization; inhibition, % at 9.66 µM; actives 0.69% (n = 370,000);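 active = inhibition above a cutoff: mean of compounds within the control limits plus 3 SD of those, cut at about 17% in these data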;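 note: 0% = plate median of compound wells and 100% = probe without SIAE protein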
HTRA1 inh: inhibitors of human serine peptidase HTRA1; recombinant HTRA1, FP-rhodamine activity-based probe, fluorescence polarization; inhibition, % at 5.96 µM; actives 0.5% (n = 340,000); AID 504803; in the data active = inhibition above about 36%;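 note: 0% = enzyme with DMSO and 100% = wells lacking enzyme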
PG9 Ab binder: PG9 antibody binding by small molecule; TR-FRET gp120-PG9 antibody binding; inhibition, % at 6.7 µM; actives 0.43% (n = 360,000); AID 624416; in the data active = inhibition above about 8.5%
UHRF1 binding: blocks human UHRF1 binding to methylated DNA. UHRF1 binding to methylated oligo, TR-FRET. inhibition, % at 4.4 µM. actives 0.75% (n = 370,000). Q96T88; in the data active = inhibition above about 21%;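 note: UHRF1 SRA domain binding a hemimethylated CpG hairpin DNA probe; 0% = median of test compound wells and 100% = reference inhibitor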
mABHD4 FP: ABHD4 (mouse) inhibition, primary FP screen; purified mABHD4, FP-Rh probe fluorescence polarization; inhibition, % at 8.92 µM; actives 0.54% (n = 370,000); AID 720543;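 active = inhibition exceeding the mean over every tested compound plus 3 SD, cut at about 30% in these data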;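 note: 0% = plate median of compound wells and 100% = S159A mutant with DMSO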
Target sequence (Q8VD66 whole entry, looked up): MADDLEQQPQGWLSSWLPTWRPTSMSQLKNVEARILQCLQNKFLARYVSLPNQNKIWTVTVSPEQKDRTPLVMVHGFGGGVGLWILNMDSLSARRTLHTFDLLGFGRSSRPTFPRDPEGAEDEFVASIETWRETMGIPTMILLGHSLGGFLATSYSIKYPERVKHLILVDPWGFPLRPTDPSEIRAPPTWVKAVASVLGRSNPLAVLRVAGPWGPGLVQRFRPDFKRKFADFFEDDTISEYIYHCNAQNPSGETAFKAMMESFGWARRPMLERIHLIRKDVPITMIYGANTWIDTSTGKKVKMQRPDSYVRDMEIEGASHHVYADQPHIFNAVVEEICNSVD
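Doses – 8.92 µM, single dose · Material – wild-type mouse ABHD4 protein · Replication – single well per compound (singlicate) · Measure – percent inhibition of probe binding, normalized to plate controls · Schedule – 45 min compound pre-incubation plus 60 min probe step, 25 °C · Detection – fluorescence polarization with parallel and perpendicular emission, 525/598 nm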
TDP2 inh: TDP2 (human) inhibition, absorbance primary screen; recombinant TDP2, T5PNP hydrolysis, p-nitrophenol absorbance 415 nm; inhibition, % at 12.8 µM; actives 0.34% (n = 370,000);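 active = inhibition above the mean of all tested compounds plus 3 SD, set per campaign, cut at about 25% in these data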;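 note: 0% = DMSO with enzyme and 100% = buffer with substrate but no TDP2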
Target sequence (O95551 whole entry, looked up): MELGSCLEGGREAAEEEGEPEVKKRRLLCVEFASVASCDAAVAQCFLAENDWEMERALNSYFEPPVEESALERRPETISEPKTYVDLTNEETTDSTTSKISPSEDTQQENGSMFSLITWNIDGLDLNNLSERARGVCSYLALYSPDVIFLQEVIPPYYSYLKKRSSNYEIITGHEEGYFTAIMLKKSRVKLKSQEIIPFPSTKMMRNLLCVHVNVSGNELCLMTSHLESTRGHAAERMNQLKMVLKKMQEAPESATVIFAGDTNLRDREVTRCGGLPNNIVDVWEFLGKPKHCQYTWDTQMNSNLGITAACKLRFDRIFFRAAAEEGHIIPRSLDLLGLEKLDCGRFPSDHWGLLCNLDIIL
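Read-out basis: percent inhibition. System: recombinant human TDP2. Buffer or medium: Mg2+-containing Tris-HCl buffer, pH 7.5. Repeats: single replicate. Timing: reaction 2 h, 37 °C. Benchmarks: high control without enzyme, low control DMSO plus TDP2. Probe or stimulus: 5 mM T5PNP. Doses: 12.8 µM only. Measured by: epi absorbance of p-nitrophenol freed from T5PNP by hydrolysis.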
* = called active by the depositor; . = no result given.

Order of results – TCR-CD3 inh, DDE Tn7 FP inh, PRMT1 FP inh, LEDGF integ inh, SIAE inh, HTRA1 inh, PG9 Ab binder, UHRF1 binding, mABHD4 FP, TDP2 inh
Cc1ccc(NC(=O)c2sc3nc(N4CCOCC4)c4c(c3c2N)CCCC4)cc1
→ 2, -2, 27*, 0, 1, -23, 0.7, -3, 4, 0
O=Nc1c2nc3ccccc3n(O)c-2c2ccccc12
→ 5, -5, 0, 1, 2, 3, -4.5, -14, -56, 9
COc1ccccc1CC(=O)OC(C)C(=O)Nc1ccc(S(=O)(=O)N2CCCCC2)cc1 (centres undefined)
→ -7, 4, 2, 0, -4, 4, -1.0, 13, -8, 6
C=Cc1ccc(C(=O)N2CCCC(CCC(=O)N3CCN(c4ccccn4)CC3)C2)cc1 (centres undefined)
→ -1, 1, -1, 2, 3, 4, 2.7, -2, -4, 7
CCOc1ccc(C(=O)NCC(=O)OCc2cc([N+](=O)[O-])cc3c2OCOC3)cc1OCC
→ 3, -2, 2, 2, 0, 4, -4.1, -3, 6, 6
CCc1ccc(NS(=O)(=O)c2cccc3nsnc23)cc1
→ 6, 1, 13, 13, -1, 2, 0.3, -2, 0, 8
Cc1ccc(-c2noc(CN(C)C(=O)c3ccoc3C)n2)cc1
→ -5, 2, 7, 1, 3, -1, -0.2, 3, -3, -4
CCNC(=S)NNC(=O)c1cc(-c2cccc(OCC)c2)nc2ccccc12
→ -2, -7, -2, -2, 7, -2, 0.5, -2, 4, -7
CC(=O)NC(CCS(C)(=O)=O)C(=O)Nc1cc(Cl)ccc1Cl (centres undefined)
→ -3, -1, 6, -4, -1, -3, -0.4, 0, 5, 6
COC(=O)c1cnn(-c2ccc(Cl)cc2)c1/C=N/NC(=S)Nc1ccccc1
→ ., 3, 0, 0, -3, ., ., 0, 3, 1
O=C(Cc1ccccc1)NN=Cc1ccccc1
→ 9, 4, -1, 1, -2, 5, -0.5, 0, 3, 2
CCCCn1c(N)c(N(C)C(=O)c2ccc(OCC3CCCO3)cc2)c(=O)[nH]c1=O (centres undefined)
→ 2, -4, 0, -4, 7, 1, 0.2, 2, 2, -6
COc1ccc(OC)c(N(CC(=O)NCCSCc2ccco2)S(=O)(=O)c2ccccc2)c1
→ -2, -5, -2, 1, -6, -1, -2.8, 0, 1, -11
Nc1c(C(=O)Nc2ccccc2F)sc2nc(Cc3ccccc3)cc(C(F)(F)F)c12
→ -3, -1, 7, -1, -5, 1, 1.1, 0, 6, 1
CN(Cc1nccs1)C(=O)c1cc(COc2cccc3cnccc23)on1
→ -1, 1, 0, 1, -6, -1, 0.1, -1, 1, 11
O=C(COC(=O)c1cccc(Br)c1)NCc1ccco1
→ 0, 4, 8, 5, -4, -9, 1.7, 13, 9, 8
Cn1c(=O)c2c(ncn2CC(=O)Nc2cccc(S(=O)(=O)Nc3ccccc3F)c2)n(C)c1=O
→ -1, -4, 9, 2, 1, 5, 0.5, 0, 1, -10
CCOc1ccc(C(=O)N(Cc2ccc(OC)cc2)Cc2cc3cc(OC)ccc3[nH]c2=O)cc1
→ 0, -6, -2, -1, -2, 2, 2.3, 2, -2, -4
COC(=O)CCC(=O)OC1(C)C(=O)C=C2C=C(C3CC3)N(C(CO)CO)C=C2C1=O (centres undefined)
→ 10, -11, 0, 2, 1, -2, -2.5, -2, 9, 30*
O=C(Nc1ccc2c(c1)C(=O)OC2)c1ccc(Cl)cc1
→ -3, 2, 6, -5, 5, -6, 2.0, -1, 2, -12
CCOc1nc(NC(=O)NS(=O)(=O)c2cccc(Cl)c2)nc(-c2ccccc2)n1
→ -4, -2, 1, -3, -8, 2, -0.8, -2, 6, 9
Cc1cc(C)n(-c2ccc(C(=O)OCC(=O)NCc3ccco3)cc2)n1
→ -4, 1, 0, -1, 0, 2, -2.1, -7, 4, -4
CCOc1ccccc1CNC(=O)C1CCN(c2nc3ccccc3o2)CC1
→ 0, 11, -3, -2, 2, -2, 3.9, -3, -5, 7
Cc1ccc(CNC(=O)CCc2c(C)nc3ncnn3c2C)cc1
→ 1, -6, 1, -2, -5, 8, 0.6, 4, -2, -6
C/C(CC(=O)Nc1ccccc1F)=N\NC(=O)Cc1ccc(Cl)cc1
→ 4, -5, -5, 1, 1, -2, -2.6, -3, -11, -14
O=C(Nc1ccc2ccccc2n1)c1ccc(Cl)cc1
→ -4, 3, 1, -4, 0, -10, -0.6, -3, 2, -8
CCC(C)[C@@H](C(=O)OC)N(CCc1cn(Cc2ccccc2)nn1)S(=O)(=O)c1ccccc1Br (some centres undefined)
→ ., 9, 1, 1, -3, ., ., -1, -7, 4
O=C(NCCN1CCc2ccccc2C1)C1CCN(S(=O)(=O)N2CCC3(CC2)OCCO3)CC1
→ 5, -4, -2, 0, 2, -11, -0.9, 0, 8, 0
C/C(NC(=O)c1cccs1)=C1\C(=O)C[C@@H]2[C@H]1C2(C)C
→ 7, 1, -1, -1, 2, -9, -1.0, -2, -3, -4
Cc1ccc(C)c(N2CCN(S(=O)(=O)c3ccc(-c4cc(C)no4)s3)CC2)c1
→ 3, 4, 4, -7, -7, -13, -1.0, 0, 0, 0
COC(=O)CCC(=O)OC1(C)C(=O)C=C2C=C(C3CC3)N(C3CCCCC3)C=C2C1=O (centres undefined)
→ 2, -4, 10, 4, 10, 15, 0.1, 4, 13, 29*
CCOC(=O)c1[nH]c2ccc(OC)cc2c1NC(=O)CN1CCC2(CC1)OCCO2
→ 8, -8, 0, -2, 0, -3, -0.8, 1, -2, 0
CC(=O)c1sc(NCc2ccc(C)cc2)nc1C
→ -2, -5, 2, -5, 4, 2, -0.9, 1, -1, -11
Cn1c(O)c(N=Nc2ccc(F)cc2)c2ccccc21
→ 1, -4, -1, -2, 1, 1, -3.0, -4, 4, 8
OCC1(CCc2ccccc2)CCN(Cc2c(F)ccc(F)c2F)CC1
→ 1, -1, -1, 0, -1, -6, -2.7, 4, -2, -3
CCNC(=O)C1(C)CCN1C(=O)Cc1ccc(C(C)C)cc1 (centres undefined)
→ -6, -13, -1, 2, 4, ., -0.6, 4, -7, -11
CCCn1c(SCC(=O)Nc2cccc(C)n2)nc2c1c(=O)n(C)c(=O)n2C
→ 0, 10, -8, 0, -2, 0, -0.4, 0, -3, 7
O=C(Cc1ccc(Cl)c(Cl)c1)NNC(=S)NCC1CCCO1 (centres undefined)
→ -4, 7, 2, -2, 8, -1, -0.7, 1, -3, 5
COC(=O)CC(c1ccc(OC)c(OC)c1)c1ccc(OC)c(OC)c1
→ 8, -2, 0, -2, 5, 5, -1.7, -1, 0, 4
O=C(NC1CCCc2ccccc21)N[C@@H](Cc1ccccc1)C(=O)O (some centres undefined)
→ 6, -3, -8, 4, -1, 0, -0.7, -3, -2, -3

Next section:
Compound	TCR-CD3 inh	DDE Tn7 FP inh	PRMT1 FP inh	LEDGF integ inh	SIAE inh	HTRA1 inh	PG9 Ab binder	UHRF1 binding	mABHD4 FP	TDP2 inh
Cc1ccc(C)c(-c2nnc(NC(=O)c3ccco3)o2)c1	-5	-1	2	-1	-8	10	0.6	-2	-1	-1
Cc1cc(Oc2cccnc2)ccc1NC(=O)Cc1c[nH]c2ccccc12	-12	2	15	1	4	.	-1.0	-2	-12	-10
O=C(NCC(c1ccc(F)cc1)N1CCOCC1)c1cccnc1Sc1ccc(Cl)cc1 (centres undefined)	-11	-2	8	0	-10	-1	0.7	5	-12	-5
Cc1ccc(-n2nc3c(=O)n(CC(=O)NC4CCCCCC4)nc(C)c3c2C)cc1	1	4	-1	-1	0	3	-0.7	-7	0	-3
COCc1[nH]nc2c1C(c1ccc(C)cc1)N(c1ccc(OC)cc1)C2=O (centres undefined)	-3	0	0	-1	4	.	-0.2	-4	0	4
Cc1ccc(S(=O)(=O)N2CCCN(S(=O)(=O)C3CCS(=O)(=O)C3)CC2)cc1 (centres undefined)	6	3	1	-2	-3	3	0.8	1	1	6
O=[N+]([O-])c1ccc(Cc2ccc([N+](=O)[O-])cc2)cc1	-1	-3	-2	-3	4	-4	-1.1	10	3	-3
COc1cccc(N=CNc2cccc(OC)c2)c1	-2	4	4	0	8	25	-1.0	-3	7	6
CCN(CC)C(=O)C1=C(C)N(Cc2ccccc2)C(=O)C(CC(=O)NCCc2ccccn2)C1 (centres undefined)	5	7	-2	-2	0	4	0.4	-1	10	7
Cc1cccc(N2CCN(CC(=O)N(C3CCCC3)C3CCS(=O)(=O)C3)CC2)c1C (centres undefined)	-3	0	-2	-4	4	-2	-0.1	-1	2	3
Cc1ccc(S(=O)(=O)N2CCN(C(=O)COC(=O)CSc3ccccc3)CC2)c(C)c1	-11	2	0	-5	2	-4	-2.5	-1	-3	-2
COCCNC(=O)C1CCC(CNS(=O)(=O)c2ccc3c(c2)CC(C)N3C(=O)C2CC2)CC1 (centres undefined)	7	2	2	5	-10	2	-1.5	0	-4	-19

Quoted at random: four entries already listed, in no set order.
Compound	TCR-CD3 inh	DDE Tn7 FP inh	PRMT1 FP inh	LEDGF integ inh	SIAE inh	HTRA1 inh	PG9 Ab binder	UHRF1 binding	mABHD4 FP	TDP2 inh
O=C(Cc1ccccc1)NN=Cc1ccccc1	9	4	-1	1	-2	5	-0.5	0	3	2
CCOc1ccc(C(=O)NCC(=O)OCc2cc([N+](=O)[O-])cc3c2OCOC3)cc1OCC	3	-2	2	2	0	4	-4.1	-3	6	6
O=C(Cc1ccc(Cl)c(Cl)c1)NNC(=S)NCC1CCCO1 (centres undefined)	-4	7	2	-2	8	-1	-0.7	1	-3	5
C/C(CC(=O)Nc1ccccc1F)=N\NC(=O)Cc1ccc(Cl)cc1	4	-5	-5	1	1	-2	-2.6	-3	-11	-14

Two entries from above, as labelled records:
SMILES: Cc1ccc(S(=O)(=O)N2CCN(C(=O)COC(=O)CSc3ccccc3)CC2)c(C)c1
  TCR-CD3 inh: -11
  DDE Tn7 FP inh: 2
  PRMT1 FP inh: 0
  LEDGF integ inh: -5
  SIAE inh: 2
  HTRA1 inh: -4
  PG9 Ab binder: -2.5
  UHRF1 binding: -1
  mABHD4 FP: -3
  TDP2 inh: -2

SMILES: COCCNC(=O)C1CCC(CNS(=O)(=O)c2ccc3c(c2)CC(C)N3C(=O)C2CC2)CC1 (centres undefined)
  TCR-CD3 inh: 7
  DDE Tn7 FP inh: 2
  PRMT1 FP inh: 2
  LEDGF integ inh: 5
  SIAE inh: -10
  HTRA1 inh: 2
  PG9 Ab binder: -1.5
  UHRF1 binding: 0
  mABHD4 FP: -4
  TDP2 inh: -19
